# mHTT-CaM PPI inh: disrupts binding of mutant huntingtin to calmodulin | 190,000 compounds, 3.6% hits | P42858 | inhibition, % at 15 µM | AlphaScreen His-mHTT/GST-CaM binding, luminescence | AID 1671202;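 also: 0% = both proteins with DMSO and 100% = one protein alone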
# Pf apPOL inh: Pf-apPOL DNA polymerase inhibition; 210,000 compounds, 0.25% hits; inhibition, % at 10 µM; Recombinant Pf-apPOL, molecular beacon fluorescence, 1.5 h
# * = called active by the depositor; . = no result given; & = joins results of further samples. Rule as the data show it: active = inhibition above about 50%; inactive = the rest. A portion of the library; count on the stated rates, not on these rows.
SMILES,mHTT-CaM PPI inh,Pf apPOL inh
CCOC(=O)C1CCCN(C(=O)S(=O)(=O)c2ccc(-c3csc(C)n3)s2)C1 (configuration not stated),.,2
COc1cccc(-c2cc(C3CCN(C(=O)Nc4ccccc4Cl)CC3)[nH]n2)c1,23,-2
Cc1cc(C)c2oc(C(=O)Nc3ncc(Cc4ccc(F)cc4)s3)cc(=O)c2c1,4,1
Cc1cc(C)c(NC(=O)C(C)Sc2nc3ccccc3s2)c(C)c1 (configuration not stated),2,-8
N#CCC(=O)c1ccc([N+](=O)[O-])cc1,98*,6
COc1cc(/C=C2\C(=O)ON=C2C)cc(Cl)c1OCc1ccccc1,91*,-1
COc1ccc(OCCC(=O)NNC(=S)Nc2cc(Cl)ccc2Cl)cc1,.,-278
COc1ccc(C2N(c3ccc(Cl)cc3)C(=O)C(C)S2(=O)=O)cc1 (configuration not stated),-7,-1
CCN(CC)S(=O)(=O)c1ccc(OC)c(NC(=O)CN2C(=O)c3ccccc3C2=O)c1,16,-9
CC1CN(C(=O)Cn2cc(SCC(=O)N3CCOCC3)c3ccccc32)CC(C)O1 (configuration not stated),-7,-7
O=C1c2ccccc2C(=O)N1CN(Cc1ccc2c(c1)OCO2)CN1C(=O)c2ccccc2C1=O,-1&2,-10&-5
CNC(=O)C1=C(C)NC(=O)NC1c1cccs1 (configuration not stated),3,-9
COc1cc(C2CC(=O)Oc3cc(C)c(Br)c(C)c32)cc(OC)c1OC (configuration not stated),2,-4
CCCc1cc(NCCCCO)n2c(nc3ccccc32)c1C#N,-4,6
C=CCN1C(=O)C(O)=C(C(C)=O)C1c1ccc(OC)cc1OC (configuration not stated),4,-10
Cc1ccc(N=Cc2nc(-c3ccc(Cl)cc3)oc2O)c(Br)c1,-2,17
CC(C)(C)c1ccc(OCC(O)CN2CCCC2)c(C(C)(C)C)c1 (configuration not stated),33,2
COc1cccc(OCc2noc(-c3cccc(C)c3)n2)c1,-37,-1
O=C1CC(C2CCCO2)C(=O)N1Cc1ccccc1 (configuration not stated),-5,-4
C=CCc1c(C)nc2nc(SCC(=O)Nc3ccccc3C(F)(F)F)nn2c1C,6,-4
CN1c2cc(C(=O)NCc3ccncc3)ccc2C(=O)N2CCCCC21 (configuration not stated),-4,-2
CCn1c(=O)c(C(=O)NCc2ccc(F)c(Cl)c2)nc2cccnc21,1,-1
Cc1ccc(COC(=O)NCc2cccnc2)cc1,-3,3
CN(NC(=O)CSCC(=O)O)c1cc(C(F)(F)F)ccn1,.,-3
CCCNC(=O)C1(O)c2cc(Br)ccc2NC(=O)N1c1ccccc1 (configuration not stated),2,-3
C=CCOC(=O)C1=C(C)NC(SCC(=O)OCC)=C(C#N)C1c1cccs1 (configuration not stated),-46,-4
Fc1ccc(Cn2nnc(-c3cccnc3)n2)cc1,-4,.
Cc1ccc2oc(=O)n(CCC(=O)NNC(=O)c3nc(-c4cccs4)no3)c2c1,.,-7
COc1ccc(-n2nc(C(=O)NCC(=O)Nc3ccccc3F)c3ccccc3c2=O)c(OC)c1,25,-3
COc1ccc(C(C)NC(=O)c2ccccc2)cc1OC (configuration not stated),-3,-13
Cc1ccc(C(=O)N2CCC(Nc3ncnc4c3CCC4)C2)s1 (configuration not stated),-2,0
N=C1C(c2nc3ccccc3s2)=C(O)CN1Cc1ccccc1,-5,-8
Cc1ccc2ncnc(-c3ccccc3)c2c1,-7,5
O=C(Cn1c(=O)n(-c2ccc(F)c(Cl)c2)c(=O)c2sccc21)NCc1ccco1,-6,8
c1cncc(C(N2CCOCC2)N2CCOCC2)c1,0,-1
COc1c(C)cccc1C1=N/C(=C/c2ccc(Cl)cc2)C(=O)O1,6,0
Cc1ccccc1CN1CCN(C=O)CC1,-3,-8
CCNC(=O)c1nc(N(C)C)c2c(C)scc2n1,20,0
O=C(Nc1cccnc1)C1CCN(c2ncnc3c2nc2n3CCCCC2)CC1,1,2
COc1ccccc1CNC(=O)C1CC(=O)N(CCc2c[nH]c3ccc(F)cc23)C1 (configuration not stated),14,-4

# Some of these compounds in order of SMILES length, largest number first:
SMILES,mHTT-CaM PPI inh,Pf apPOL inh
CCOC(=O)C1CCCN(C(=O)S(=O)(=O)c2ccc(-c3csc(C)n3)s2)C1 (configuration not stated),.,2
Cc1cc(C)c2oc(C(=O)Nc3ncc(Cc4ccc(F)cc4)s3)cc(=O)c2c1,4,1
N=C1C(c2nc3ccccc3s2)=C(O)CN1Cc1ccccc1,-5,-8
N#CCC(=O)c1ccc([N+](=O)[O-])cc1,98*,6
c1cncc(C(N2CCOCC2)N2CCOCC2)c1,0,-1

# Further entries follow.
SMILES,mHTT-CaM PPI inh,Pf apPOL inh
C=CCn1c2ccccc2c2nnc(SCC(=O)Nc3cc(C)on3)nc21,3,4
COc1ccc(-c2nc3cc(C)ccc3o2)cc1N=Cc1cc([N+](=O)[O-])cc(OC)c1O,3,-8
CN1c2cc(C(N)=O)ccc2C(=O)N2CCCCC21 (configuration not stated),-2,-7
CCC(=O)N1CCN(c2nc3c(s2)CC(C(=O)NCc2cc(C)ccc2C)CC3)CC1 (configuration not stated),31,5
C=CCn1c2ccccc2n2c(C(C)=O)c(C)nc12,9,1
COc1cccc(NC(=O)C2CC(=O)N(c3ccc(Br)cc3)C2)c1 (configuration not stated),-5,-1
O/C(=C\c1nc2ccccc2nc1/C=C(\O)c1ccccc1)c1ccccc1,8,-11
Cc1ccc(C(=O)NCCCCc2ccccc2)o1,1,4
CN(C)C=Nc1cc(Cl)c(-n2cccc2)cc1Oc1ccc(Cl)cc1,.,-2
O=C(NCc1ccc(F)cc1)C1CCCN(C(=O)c2ccccc2F)C1 (configuration not stated),24,17
CS(=O)(=O)NCC1CCC(C(=O)NCC(F)(F)F)CC1 (configuration not stated),-16,-6
O=C(Nc1ncnc2sc3c(c12)CCCC3)c1ccccc1Br,8,0
O=C(NCc1cccnc1)c1n[nH]c(=O)c2ccccc12,2,6
Cc1ccc(-c2nc(C3CCN(S(=O)(=O)c4ccc(F)cc4F)CC3)no2)cc1,-5,-8
COc1ccc(OCCNC(=O)c2ccc(I)cc2)cc1,-6,1
Cc1ccc(-n2cc(-c3ccc(Br)cc3)[nH]c2=O)cc1F,8,4
CCOc1ccc(C(=O)Nc2ccc(NC(=O)c3ccco3)c(OC)c2)cc1[N+](=O)[O-],1,5
COc1ccc(OC)c(NC(=O)c2cc(S(=O)(=O)N3CCc4ccccc43)ccc2F)c1,3,31
COc1ccc(/C=C/C2=NC(=C\c3cccc(OC)c3OC)/C(=O)O2)cc1,13,-4
COc1ccc(C2CC(=O)Oc3c(C(CCN4CCN(c5ccccc5)CC4)c4ccc(N(C)C)cc4)c(OC)cc(OC)c32)cc1 (configuration not stated),73*,-7
O=S(=O)(NCC1(O)CCOCC1)c1ccc2c(c1)CCCC2,-14,-4
CC1CCN(C(=O)c2cc3c(s2)CCC(C(=O)Nc2ccccc2)C3)CC1 (configuration not stated),1,-1
O=C(CSc1nc2ccccc2s1)N1CCc2c([nH]c3ccccc23)C1C(F)(F)F (configuration not stated),.,8
CC(C)(C)c1[nH]nc2c1C(c1ccc(C(F)(F)F)cc1)C(C#N)=C(N)O2 (configuration not stated),8,2
C(=Cc1nc2ccccc2o1)c1ccccc1,.,-4
N#Cc1c(N2C(=O)C3CC=C(Cl)CC3C2=O)sc2c1CCCC2 (configuration not stated),5,-3
CCOc1ccccc1NC(=O)c1cc2cc3ccc(OC)cc3nc2o1,-5,1
CCn1cc2c3c(cccc31)CN(C(=O)Nc1ccc(OC)c(Cl)c1)CC2,-3,-6
CCN1C(=O)NC(=O)/C(=C/c2cn(CCOc3ccc(C)cc3)c3ccccc23)C1=O,29,0
Cc1ccc(C(NC(N)=O)c2ccc(F)cc2)cc1 (configuration not stated),0,-8
O=C(Nc1cnc(N2CCCCC2)nc1)c1ccsc1,9,-4
CN(C)Cc1c(O)ccc2c1OC(=Cc1c(F)cccc1Cl)C2=O,6,-7
COc1ccc(-n2nc(C(=O)N3CCCCCC3)c3ccccc3c2=O)c(OC)c1,-6,1
C=CCn1c(SCC(=C)C)nc2ccccc2c1=O,-96,-23
O=[N+]([O-])c1cn(Cc2ccccc2)nn1,-2,-26
O=C(Nc1nc(-c2ccccn2)cs1)c1cc(-c2ccco2)on1,100*,-213
CNC(=O)c1ccccc1S(=O)c1ccccc1COC(C)=O (configuration not stated),.,0
CC(C)(C)c1ccc(C(=O)NCCc2ccccc2)cc1,-6,-3
CCN(CC)C(=O)Sc1nc2cc(Cl)ccc2s1,.,-24
CC1C(=O)N(c2ccccc2Cl)CCN1C(=O)c1ccc(Br)cc1 (configuration not stated),8,2

# Copied from the listing for reference:
SMILES,mHTT-CaM PPI inh,Pf apPOL inh
CCN(CC)C(=O)Sc1nc2cc(Cl)ccc2s1,.,-24
CC1C(=O)N(c2ccccc2Cl)CCN1C(=O)c1ccc(Br)cc1 (configuration not stated),8,2

# Following part.
SMILES,mHTT-CaM PPI inh,Pf apPOL inh
CCOC(=O)NC(=S)NCCC1CCNCC1,.,2&-14
CCSc1oc(-c2cccs2)nc1S(=O)(=O)c1ccc(C)cc1,6,-2
Cc1cc(C)cc(NC(=O)CSC2=NC(C)(C)Nc3ccccc32)c1,-21,2
O=S(=O)(c1ccc(Cl)c(Cl)c1Cl)N1CCN(c2ccc(F)cc2)CC1,-3,-3
Cc1ccc(NC(=O)/C(C#N)=C/c2c[nH]c3ccccc23)c([N+](=O)[O-])c1,11,3
CC(C)c1ccccc1NC(=S)N(C)C,.,-3
CN1C(=O)NC2(CCN(CC(=O)Nc3nc4ccccc4s3)CC2)C1=O,-1,-4
CSc1ccc(CNC(=O)C2CCCN(C(=O)c3cc(C)cc(C)c3)C2)cc1 (configuration not stated),10,-2
Cc1ccc(S(=O)(=O)N(C)CC(=O)N2CCN(c3ccccc3F)CC2)cc1,-3,-6
CCOc1ccc(-c2ccnc3c(C(=O)NCc4ccccc4Cl)cnn23)cc1,-19,-2
CC(C)n1c(=O)c(N2CCN(C(=O)c3ccccc3)CC2)nc2ccncc21,8,-4
COc1cc(CN2C(=O)c3c(C)nc4ccccc4c3C2=O)cc(OC)c1OC,-1,-2
O=c1c2ccccc2ncn1CCOCCOc1ccc(Cl)c(Cl)c1,2,-2
COc1ccc(NC(=O)[C@@H]2CC=C[C@@H]3CCN(Cc4ccccc4)C(=O)[C@@H]32)cc1,2,-4
Cc1ccc(NC(=O)C2CCCN(c3cnn(C)c(=O)c3)C2)c(C)c1 (configuration not stated),0,-1
COc1ccc(-n2ncc(C(=O)NCc3ccc(-c4cccs4)cc3)c2C)cc1,.,-9
COc1cccc(C2N(c3nccs3)C(=O)C3CCCN32)c1OC (configuration not stated),5,-4
Cc1ccc(C(=O)Nc2c(C)cccc2C)c(Cl)c1,1,2
OCCOCCN1CCN(CC2CCCCC2)CC1,-2,2
COc1ccc(C(=O)N2CCCC(c3nc(CNC(=O)C(C)C)cs3)C2)cc1 (configuration not stated),-10,-3
CCC(=O)NC(c1ccc(C(C)C)cc1)c1cc([N+](=O)[O-])c2cccnc2c1O (configuration not stated),100*,-8
COc1ccc(CCNC(=O)C2=C(C)C(=O)OC23CCC(C)CC3)c(OC)c1 (configuration not stated),13,0
CCOc1ccc(N2C(=O)CC(Sc3nc4ccccc4s3)C2=O)cc1 (configuration not stated),5,0
O=C(N=C1SCC(=O)N1c1ccccc1)c1ccccc1,-6,-30
Cc1nc(Nc2ccccc2)c([N+](=O)[O-])c(Nc2ccccc2)n1,17,-3
COc1cc(C(C[N+](=O)[O-])c2c(-c3ccccc3)[nH]c3ccccc23)cc(OC)c1OC (configuration not stated),58*,-1&2
O=C(CSc1nc2ccccc2[nH]1)NC1CC1,-1,-4
CC1CCN(C(=O)c2cnc(Nc3ccc(F)cc3)c3ccccc23)CC1,-5,3
CCCCS(=O)c1sc2nc(C)cc(C)c2c1N (configuration not stated),2,-5
CCc1ccc(NC(=O)c2ccc(F)c(S(=O)(=O)N3CCc4ccccc43)c2)cc1,0,1
Cn1c(-c2ccc(Cl)cc2)nc2ccccc21,-6,-3
CC1CCN(CC2CCN(S(=O)(=O)c3cccc4nsnc34)CC2)CC1,4,1
CSc1cccc(NS(=O)(=O)c2ccccc2)c1,0,0
Clc1cc(Br)ccc1OCCOCCn1ccnc1,4,-9
COc1cc(C(=O)N2CCN(S(=O)(=O)c3ccc(F)cc3)CC2)cc(OC)c1OC,8,-8
O=C(O)c1ccccc1SC1CC(=O)N(c2ccc(Br)cc2)C1=O (configuration not stated),7,-3
COc1ccccc1NC(=O)c1cnc2n(c1=O)CCS2,-2,-4
CCOC(=O)c1sc(NC(=O)c2snnc2CC)c(C(=O)OCC)c1C,-7,1
CCCCN(CC)C(=O)c1ccc(C)c([N+](=O)[O-])c1,-1,-12
CC(O)CNc1ncnc2sc(-c3ccccc3)cc12 (configuration not stated),3,-2
CCS(=O)(=O)N1CCc2ccc(NC(=O)c3ccco3)cc2C1,-8,-12

# Four of the compounds above, as labelled records:
CCOC(=O)c1sc(NC(=O)c2snnc2CC)c(C(=O)OCC)c1C
  mHTT-CaM PPI inh: -7; Pf apPOL inh: 1

Cc1nc(Nc2ccccc2)c([N+](=O)[O-])c(Nc2ccccc2)n1
  mHTT-CaM PPI inh: 17; Pf apPOL inh: -3

CCc1ccc(NC(=O)c2ccc(F)c(S(=O)(=O)N3CCc4ccccc43)c2)cc1
  mHTT-CaM PPI inh: 0; Pf apPOL inh: 1

CSc1cccc(NS(=O)(=O)c2ccccc2)c1
  mHTT-CaM PPI inh: 0; Pf apPOL inh: 0

# Bioassay records as filed in PubChem BioAssay.
